# CCHFV vOTU inh: blocks the CCHF virus ovarian tumor domain protease. CCHFV vOTU protease, Pep-AMC fluorescence. inhibition, % at 11.5 µM. actives 0.55% (n = 370,000); in the data active = inhibition above about 30%; also: 0% = vehicle wells with enzyme and 100% = no enzyme wells
# PrPC surface inh: inhibitors of human cell surface prion protein PrPC; TR-FRET read-out; actives 0.43% (n = 370,000); inhibition, % at 13.8 µM; P04156; in the data active = inhibition above about 24%; also: 0% = median of the test wells and 100% = reference compound wells
# Anthrax LF prot: inhibitors of Bacillus anthracis lethal factor protease; P15917; multiplex microsphere protease cleavage assay, LF; inhibition, % at 10 µM; actives 0.12% (n = 360,000); also: plate controls were buffer without enzyme for full effect and enzyme alone for no effect
# Target sequence (P15917 whole entry, looked up): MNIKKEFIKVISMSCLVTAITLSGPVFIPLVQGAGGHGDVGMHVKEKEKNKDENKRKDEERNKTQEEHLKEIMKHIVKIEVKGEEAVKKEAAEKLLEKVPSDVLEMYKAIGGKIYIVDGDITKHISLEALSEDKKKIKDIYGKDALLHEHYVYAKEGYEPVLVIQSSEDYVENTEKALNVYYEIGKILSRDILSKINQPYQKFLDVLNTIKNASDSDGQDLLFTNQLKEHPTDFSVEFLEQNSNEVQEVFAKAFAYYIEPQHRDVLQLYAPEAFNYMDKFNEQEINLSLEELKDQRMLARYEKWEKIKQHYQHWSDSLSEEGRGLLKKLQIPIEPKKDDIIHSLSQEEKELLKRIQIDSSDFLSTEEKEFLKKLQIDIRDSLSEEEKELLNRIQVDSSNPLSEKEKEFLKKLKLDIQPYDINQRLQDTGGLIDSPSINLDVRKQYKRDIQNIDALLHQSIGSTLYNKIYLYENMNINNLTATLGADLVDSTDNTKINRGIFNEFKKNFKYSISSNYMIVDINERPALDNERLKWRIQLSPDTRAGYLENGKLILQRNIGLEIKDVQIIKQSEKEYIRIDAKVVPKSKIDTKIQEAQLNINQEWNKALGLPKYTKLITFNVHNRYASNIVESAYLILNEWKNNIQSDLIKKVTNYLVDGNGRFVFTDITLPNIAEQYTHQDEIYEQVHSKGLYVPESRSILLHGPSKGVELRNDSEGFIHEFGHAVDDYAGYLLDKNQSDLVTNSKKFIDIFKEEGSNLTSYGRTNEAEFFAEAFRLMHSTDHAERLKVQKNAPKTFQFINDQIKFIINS
# Y pestis TopoI: inhibitors of Yersinia pestis topoisomerase I. activity, % at 10 µM. Y. pestis Topo-I cleavage product accumulation, plate reader. AID 504884. actives 0.064% (n = 360,000); in the data active = activity above about 50%, passing the limit was not always enough; inconclusive = no clear call, values can overlap the other calls; also: inactives centre near 2
# BoNT-A LC inh2: inhibitors of Botulinum neurotoxin A light chain protease. multiplex microsphere protease substrate cleavage, flow cytometry. inhibition, % at 10 µM. actives 0.17% (n = 360,000); also: plate controls were buffer without enzyme for full effect and enzyme alone for no effect
# FadD28 FP inh: inhibitors of Mycobacterium tuberculosis FadD28 bisubstrate binding; FadD28 bisubstrate probe binding, fluorescence polarization; actives 0.22% (n = 360,000); inhibition, % at 12.5 µM; in the data active = inhibition above about 8.5%, passing the limit was not always enough; inconclusive = no clear call, values can overlap the other calls
# PfHsp40 yeast: restores yeast growth despite PfHsp40 toxicity; growth rescue, % at 12.5 µM; S. cerevisiae expressing PfHsp40, growth rescue, ATP luminescence; actives 0.68% (n = 340,000); in the data active = growth rescue above about 28%, passing the limit was not always enough; inconclusive = no clear call, values can overlap the other calls;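 also: yeast W303a lacking pdr1 and pdr3 grown in galactose medium; growth measured after three days at 30 °C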
# TcdB inh: blocks C. difficile toxin B glycohydrolase activity; P18177; TcdB glycohydrolase enzymatic assay, plate reader; inhibition, % at 9.99 µM; actives 0.24% (n = 350,000); in the data active = inhibition above about 10%
# BoNT F protease: BoNT F light chain protease inhibition; Multiplex microsphere protease cleavage assay, flow cytometry; inhibition, % at 10 µM; actives 0.22% (n = 360,000); AID 588497; in the data active = inhibition above about 35%, passing the limit was not always enough; inconclusive = no clear call, values can overlap the other calls; also: plate controls were buffer without enzyme for full effect and enzyme alone for no effect
# * marks the source's active call; other numbers are inactive results; ? = inconclusive; / = no result given; & = joins results of further samples. Rule as the data show it, unless noted: active = inhibition above about 30%; inconclusive = no clear call, values can overlap the other calls; inactive = below that.
# Preview:
cpd	canonical_smiles	CCHFV vOTU inh	PrPC surface inh	Anthrax LF prot	Y pestis TopoI	BoNT-A LC inh2	FadD28 FP inh	PfHsp40 yeast	TcdB inh	BoNT F protease
1	Nc1nc(-c2ccc(Oc3ccccc3)cc2)cs1	13	1	-12	7	1.8	-2.2	185*	0.9	2
2	Fc1ccc(OCc2nnc(-c3ccccc3Br)o2)c(Cl)c1	9	-2	2	37	-1.3	/	2.7	5.5	-8

# The listing, previewed entries included:
cpd	canonical_smiles	CCHFV vOTU inh	PrPC surface inh	Anthrax LF prot	Y pestis TopoI	BoNT-A LC inh2	FadD28 FP inh	PfHsp40 yeast	TcdB inh	BoNT F protease
1	Nc1nc(-c2ccc(Oc3ccccc3)cc2)cs1	13	1	-12	7	1.8	-2.2	185*	0.9	2
2	Fc1ccc(OCc2nnc(-c3ccccc3Br)o2)c(Cl)c1	9	-2	2	37	-1.3	/	2.7	5.5	-8
3	CCOC(=O)Cn1nc(/C=C/c2ccc(OC)cc2)ccc1=O	26	-18	3	14	0.7	-3.5	-0.5	/	-1
4	CSc1ccc(Cl)c(C(=O)Nc2nccs2)c1	8	5	-10	-5	-0.3	-2.3	0.2	0.6	0
5	O=C(Nc1ccc2c(c1)OCCO2)c1ccc(S(=O)(=O)N2CCCCC2)cc1	1	12	-4	21	-0.1	-0.3	2.1	1.8	-2
6	NC(=O)c1[nH]cnc1N	-5&-3	2&-3	-7&3	-2&-6	-0.2&1.9	0.5&-1.1	-1.4&0.2	1.4&2.2	-5&5
7	Cc1noc(C)c1C(=O)OCC(=O)Nc1ccccc1SCC#N	-1	-2	5	-7	0.5	0.6	-0.5	1.6	-6
8	COc1ccc(N2CCN(CC(=O)NC(=O)NCc3ccco3)CC2)cc1	-19	7	-3	-5	0.5	-3.8	0.9	/	9
9	Cc1cccc(NC(=O)CC2c3ccccc3Oc3ccccc32)c1	-6	-6	-2	4	0.2	0.9	-0.1	0.8	-2
10	CCC(C)C(NC(=O)C(C)NC(=O)CNC(=O)CNC(=O)OCc1ccccc1)C(=O)OC (stereo not drawn)	13	0	0	-2	-0.1	-0.2	0.4	/	-3
11	CCc1cc2ccccc2nc1Cl	3	5	-2	2	-0.4	-1.8	-0.8	0.4	-5
12	CCOC(=O)c1c(O)cc(OC)cc1CCc1ccccc1	21	10	4	34	0.7	-3.5	2.0	-9.5	-2
13	N#Cc1ccccc1S(=O)(=O)N1CCN(C(=O)C2CC(=O)N(c3ccc4c(c3)OCCO4)C2)CC1 (stereo not drawn)	6	-3	-3	9	-0.5	-0.6	0.0	0.2	-7
14	CCN=C1SC(CC(N)=O)C(=O)N1CC (stereo not drawn)	-9	-6	1	-2	0.5	-0.4	0.0	2.4	-4
15	OC(COc1ccc(CNCCc2ccccc2F)cc1)CN1CCCCC1 (stereo not drawn)	4	-8	-7	1	0.5	-2.4	0.2	-0.5	-12
16	COC(=O)c1ccc2c(c1)NC(=O)C(N1CCCCC1)S2 (stereo not drawn)	3	3	-1	-2	0.5	-0.4	1.1	/	0
17	Cc1ccc(-c2cn(-c3ccccc3)c(SCC(=O)NC3CCS(=O)(=O)C3)n2)cc1C (stereo not drawn)	-2	-6	-3	14	-0.7	-1.8	0.8	1.1	4
18	C=CCn1c(-c2cccc(OC)c2)nc2nc3ccccc3nc21	10	-39	?	14	?	-2.4	-0.8	/	?
19	O=C(CCCOc1ccccc1)N1CCN(c2ccccc2)CC1	3	7	1	9	0.6	-1.2	0.5	/	12
20	O=C(OC(C(=O)NC1CCCCC1)c1ccccc1)c1ccco1 (stereo not drawn)	1	1	-3	0	-0.5	-0.4	-0.3	/	-1
21	COc1ccc(/C=C/C(=O)NC(=S)N2CCCCC2)cc1OC	-10	8	-1	-5	0.4	-0.5	-0.3	-0.2	-17
22	O=C(N/N=C/c1ccncc1)c1ccc(-n2cccc2)cc1	3	0	-2	-8	-1.2	-1.3	-0.9	0.2	6
23	O=C(c1ccco1)N1CCN(C(c2cccs2)c2nnnn2C2CCCC2)CC1 (stereo not drawn)	1	-13	-5	11	-1.1	-3.2	0.5	/	2
24	COc1ccc(NC(=S)N/N=C2/CCCc3c(C)cc(C)cc32)cc1	3	-3	-3	-4	0.7	-3.5	-0.2	/	12
25	O=C(CN1C(=O)C(=O)N(C2CCCC2)C1=O)Nc1ccc([N+](=O)[O-])cc1	-4	0	-1	1	2.5	-3.0	0.2	1.2	-3
26	CN1CCC(=NNC(=O)COc2ccc(Cl)cc2)CC1	-11	-6	-4	3	0.6	-4.3	1.4	-0.1	4
27	CC1CCC/C(=C\c2ccc(O)cc2)C1=O (stereo not drawn)	4	3	/	-7	/	-2.4	0.8	37*	/
28	Cc1occc1-c1nnc(SCC(=O)Nc2ccc3c(c2)OCO3)n1CC1CCCO1 (stereo not drawn)	6	-1	2	-9	-0.7	-1.6	-0.2	/	-34
29	CCOc1ccc(NC(=O)COC(=O)CN2CCCCCC2=O)cc1	12	14	0	3	-0.7	-0.9	-2.2	-12	-6
30	Cc1noc(C)c1COc1cccc(C(=O)NCc2ccccc2Cl)c1	-1	1	-2	3	0.0	-1.1	-1.7	/	6

# Next part, overlapping the part above by two compounds.
cpd	canonical_smiles	CCHFV vOTU inh	PrPC surface inh	Anthrax LF prot	Y pestis TopoI	BoNT-A LC inh2	FadD28 FP inh	PfHsp40 yeast	TcdB inh	BoNT F protease
29	CCOc1ccc(NC(=O)COC(=O)CN2CCCCCC2=O)cc1	12	14	0	3	-0.7	-0.9	-2.2	-12	-6
30	Cc1noc(C)c1COc1cccc(C(=O)NCc2ccccc2Cl)c1	-1	1	-2	3	0.0	-1.1	-1.7	/	6
31	O=S(=O)(NCc1ccccc1)c1ccc(F)cc1Br	-8	9	-2	2	0.1	-0.2	-0.9	2.6	-4
32	O=C(O)c1ccccc1N=Nc1c(O)[nH]c2ccc([N+](=O)[O-])cc12	/	/	20	1	-3.4	1.8	-0.8	/	?
33	c1ccc(-c2nnc(SCc3ccncc3)o2)cc1	5	-7	-5	2	-0.2	-1.6	/	0.2	5
34	O=[N+]([O-])c1cc([N+](=O)[O-])c2nonc2c1Nc1ccc(O)cc1	64*	-16	-8	-12	-4.7	-4.3	-0.1	0.0	-17
35	Cc1cccc(NC(=O)CSc2nc3ccccc3nc2N2CCCC2)c1	4	17	-4	-2	11	-1.7	1.7	-0.3	4
36	COc1ccc(NC(=O)CNc2cc(C)ccc2C)cc1S(=O)(=O)N1CCOCC1	13	1	-7	15	-0.2	/	0.6	1.7	-5
37	COc1cc2c(cc1OC)C(C(=O)N1CCN(c3ccccn3)CC1)C(c1cccs1)N(C)C2=O (stereo not drawn)	-7	-6	/	9	/	0.8	1.0	/	/
38	C=CC1C(N2CCOCC2)C(C)(C)S1(=O)=O (stereo not drawn)	6	10	-1	1	-0.5	0.2	1.8	/	-15
39	CC(C)[C@H](N)c1nnc(SC/C=C/c2ccccc2)o1	-5	-2	-1	10	2.0	-2.0	-0.2	/	0
40	COc1ccc(CN2CCC(Oc3ccc(C(=O)NCc4ccccn4)cc3)CC2)c(F)c1	11	-6	-6	27	-0.1	-1.2	0.1	1.2	-7
41	CC(=O)NC1(c2ccccc2)CCN(CC(=O)N2CCC(C)CC2)CC1	4	-3	-3	6	-0.1	-1.0	-1.1	-1.2	-5
42	Cc1cc(S(=O)(=O)NCC2CC2)c(Cl)cc1Cl	-8	-3	-3	8	-1.2	0.3	-2.4	2.0	5
43	Cc1ccc(C(=O)NN(CCC#N)C2=NS(=O)(=O)c3ccccc32)cc1	7	-1	-1	0	-2.8	-2.4	-1.1	0.0	-8
44	Cn1cc(-c2nnnn2-c2ccc(Cl)cc2)c(=O)c2ccccc21	3	1	-2	-9	1.1	-3.4	-1.8	/	10
45	CN(C)C(=O)c1cc(C(=O)c2ccc(F)cc2C(F)(F)F)c[nH]1	2	2	5	5	1.1	-0.5	-3.1	-0.3	-1
46	Cc1ccc(S(=O)(=O)N2CCC(=O)N(C(COC(=O)Nc3ccccc3)Cc3ccccc3)CC2)cc1 (stereo not drawn)	5	-3	9	21	-0.2	-1.7	0.7	-0.7	-5
47	Cc1cc(C)nc(Nc2nc(C)c3cc4c(cc3n2)OCO4)n1	-10	-3	-11	6	-1.1	-0.7	1.8	/	0
48	CCOc1ccc(C(=O)Nc2cc(=O)n(C)c(=O)n2C)cc1	-3	3	-4	4	-0.2	-3.8	0.1	2.6	0
49	Nc1nc(Nc2ccccc2F)nc(NCc2ccccc2)c1[N+](=O)[O-]	9	4	/	7	/	-2.0	5.9	0.4	/
50	CC(C)(C)CC(=O)Nc1nnc(SCC(=O)NC2CCCC2)s1	16	8	1	-1	1.6	0.5	0.6	1.1	6
51	CC1CC(=O)N(C)c2ccc([N+](=O)[O-])cc2N1 (stereo not drawn)	0	-22	-6	2	-0.7	-1.3	-2.5	/	-6
52	Cc1nc2sccn2c(=O)c1S(=O)(=O)NCC1CCN(Cc2ccccc2Cl)CC1	13	0	-3	14	-0.7	-2.8	-0.2	0.7	-8
53	COC(=O)c1cn(NC(=O)c2ccc(OC)c(OC)c2)c(=O)c2ccccc12	-6	-1	0	5	0.6	0.4	-1.1	/	3
54	N#Cc1nc(COc2ccc(F)cc2)oc1N1CCCC1	-2	2	-3	-4	1.8	-3.2	0.1	/	6
55	COc1ccc(-c2cnc3ncnn3c2N)cc1	7	8	0	-5	0.2	-1.2	0.9	0.1	-4
56	CCOC(=O)C1CCCN(C(=O)c2ccc(NS(=O)(=O)c3ccc4[nH]c(=O)[nH]c4c3)cc2)C1 (stereo not drawn)	-5	-1	5	10	0.5	-1.9	0.2	2.2	-6
57	CCCCNC(=O)COC(=O)c1ccccc1F	0	8	0	4	-0.1	-4.2	0.5	0.3	1
58	Cc1cc(Br)ccc1OCCNCc1ccccc1	-2	-2	0	32	0.9	-1.2	0.6	1.3	-6
59	C#CCn1c(=O)c2c(ncn2C)n(C)c1=O	-5	-6	10	1	0.4	0.4	-0.8	0.4	1
60	COc1ccc(NC(=O)NCCCCc2ccccc2)cc1	1	3	-1	16	-1.8	-2.0	2.2	-0.2	-6
61	O=C(Cc1csc(N2CCOCC2)n1)N/N=C/c1ccc(F)cc1	5	-1	2	8	5.5	0.7	0.9	/	7
62	Cn1nc(C(C)(C)C)cc1N1C(=O)CCC1(C)C(=O)NC1CCCC1 (stereo not drawn)	-2	-3	-5	/	-0.2	-0.6	/	1.1	-8
63	CC/C(O)=C1\C(=O)CCCC1=NCCc1c(C)[nH]c2ccc(C)cc12	5	6	0	-1	-0.4	-1.7	-0.6	-2.3	2
64	Cc1ccc(C)c(OCC(=O)NC2CCCCCC2)c1	-2	5	-2	35	1.7	-1.2	3.4	0.4	1
65	CCOC(=O)c1nc(S(C)(=O)=O)ncc1Cl	10	-4	4	-2	0.7	-4.7	-0.1	-0.1	7
66	O=C(CSc1nc2ccccc2o1)N1c2ccccc2Sc2ccccc21	14	2	-2	22	1.6	-0.5	0.6	2.2	4
67	Cc1c(C(=O)O)cccc1N1C(=O)Nc2ccccc2N1O	-10	-6	-3	-6	-1.3	-3.7	-1.8	/	-6
68	O=C(O)c1cc(NCc2ccccc2C(F)(F)F)ccc1N1CCOCC1	2	-3	0	-6	?	-0.5	0.7	/	-2
69	Cc1cc(=O)n(Nc2ccccc2)c(O)c1C#N	9	1	0	-1	-0.3	0.2	/	-0.6	-7
70	C=CSc1sc(Cl)c(N(CC)CC)c1[N+](=O)[O-]	-13	-5	0	-2	0.2	1.5	-1.3	1.2	-9
71	O=C(NCCc1ccccc1)/C(=C/c1ccco1)c1ccccc1	13	4	1	13	-0.1	-2.1	0.4	0.3	0
72	CNC(C(=O)c1ccccc1)C(OC(C)=O)c1cccc([N+](=O)[O-])c1 (stereo not drawn)	-11	0	-11	-2	0.1	-2.5	3.0	-0.2	5
73	COC(=O)CCc1c(C)nn(-c2ccccc2)c1C	0	-1	2	9	0.8	-1.2	1.2	/	?
74	COc1cc(C(=O)NCCc2c[nH]c3ccccc23)ccc1OCc1c(C)noc1C	-8	2	-2	-9	-0.7	0.6	1.0	-0.4	-1
75	O=C(CCNC(=O)c1ccc([N+](=O)[O-])cc1)NC1CCCCCC1	4	-25	0	3	0.0	0.6	-1.9	2.1	-8

# Assay outcomes deposited in PubChem BioAssay by several laboratories.
